# From PubChem BioAssay
# USP8 block: blocks human USP8 ubiquitin-rhodamine cleavage | P40818 | purified USP8, Ub-rhodamine cleavage fluorescence, 30 min | inhibition, % at 20 µM | actives 4.2% (n = 47,000) | AID 1645853
# Target sequence (P40818 whole entry, looked up): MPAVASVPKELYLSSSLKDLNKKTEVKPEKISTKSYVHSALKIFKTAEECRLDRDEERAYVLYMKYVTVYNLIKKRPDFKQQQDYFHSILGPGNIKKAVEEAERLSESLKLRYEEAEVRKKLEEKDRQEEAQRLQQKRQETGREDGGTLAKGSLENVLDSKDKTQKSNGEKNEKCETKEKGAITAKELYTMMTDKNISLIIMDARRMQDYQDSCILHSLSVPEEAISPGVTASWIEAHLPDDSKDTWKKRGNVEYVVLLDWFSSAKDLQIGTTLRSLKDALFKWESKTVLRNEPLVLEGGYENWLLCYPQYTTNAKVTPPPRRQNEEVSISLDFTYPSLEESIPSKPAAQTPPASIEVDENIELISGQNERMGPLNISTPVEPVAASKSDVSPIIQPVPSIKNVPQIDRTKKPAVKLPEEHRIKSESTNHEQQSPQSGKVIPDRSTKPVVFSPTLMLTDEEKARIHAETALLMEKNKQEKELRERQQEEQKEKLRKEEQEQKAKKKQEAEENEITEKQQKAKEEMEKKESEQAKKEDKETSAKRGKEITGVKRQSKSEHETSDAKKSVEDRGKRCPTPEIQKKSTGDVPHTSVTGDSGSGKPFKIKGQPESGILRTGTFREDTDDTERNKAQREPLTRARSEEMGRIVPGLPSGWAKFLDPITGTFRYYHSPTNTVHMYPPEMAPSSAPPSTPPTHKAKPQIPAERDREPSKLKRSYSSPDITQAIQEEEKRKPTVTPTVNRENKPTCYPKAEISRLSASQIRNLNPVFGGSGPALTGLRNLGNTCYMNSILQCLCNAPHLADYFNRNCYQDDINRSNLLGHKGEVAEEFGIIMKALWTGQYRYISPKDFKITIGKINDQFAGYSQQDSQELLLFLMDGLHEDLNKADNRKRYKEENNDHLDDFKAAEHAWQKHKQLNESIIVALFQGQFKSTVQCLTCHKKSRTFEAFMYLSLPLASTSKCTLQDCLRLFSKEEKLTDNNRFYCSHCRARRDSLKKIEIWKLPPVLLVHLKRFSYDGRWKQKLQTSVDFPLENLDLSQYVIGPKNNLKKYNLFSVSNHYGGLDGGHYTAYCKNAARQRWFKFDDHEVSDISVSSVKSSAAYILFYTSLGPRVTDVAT
# USP30 inh: human USP30 deubiquitinase inhibition. actives 5.3% (n = 47,000). AID 1645860. Q70CQ3. inhibition, % at 25 µM. purified USP30, Ub-rhodamine cleavage fluorescence
# USP17 block: blocks human USP17 ubiquitin-rhodamine cleavage. A8MUK1. purified USP17, Ub-rhodamine cleavage fluorescence, 3 h. inhibition, % at 50 µM. actives 6.5% (n = 47,000)
# USP10 inh: human USP10 deubiquitinase inhibition; Q14694; actives 1.1% (n = 47,000); purified USP10, Ub-rhodamine fluorescence, 60 min; inhibition, % at 20 µM
# USP7 block: inhibitors of human USP7 deubiquitinase | purified USP7, Ub-rhodamine cleavage fluorescence | AID 1645854 | inhibition, % at 20 µM | actives 0.3% (n = 47,000) | Q93009
# UCHL1 block: blocks human UCHL1 ubiquitin-rhodamine cleavage; AID 1645859; purified UCHL1, Ub-rhodamine cleavage fluorescence; actives 0.2% (n = 47,000); inhibition, % at 20 µM
# USP28 inh: inhibitors of human USP28 deubiquitinase. Q96RU2. actives 3% (n = 47,000). inhibition, % at 25 µM. purified USP28, Ub-rhodamine cleavage fluorescence, 30 min
# OTUD3 block: human OTUD3 deubiquitinase inhibition | purified OTUD3, Ub-rhodamine fluorescence, 2 h | inhibition, % at 25 µM | actives 0.7% (n = 47,000) | AID 1645858
# Numbers without * were called inactive; i = inactive; . = not tested or not shown. Cut-off read from the data, not from the text of the source: active = inhibition above about 30%; inactive = the rest.
Compound	USP8 block	USP30 inh	USP17 block	USP10 inh	USP7 block	UCHL1 block	USP28 inh	OTUD3 block
COc1ccc2c(C)c(CC(=O)N[C@H](CSCc3ccccc3)C(=O)O)c(=O)oc2c1C	4	7	-7	18	7	-2	-10	5
CS(=O)(=O)c1nsc(S(C)(=O)=O)c1C(N)=O	-18	8	-1	2	5	2	4	0
O=C(Cc1ccccc1F)NCc1noc(-c2ccccc2)n1	-74	-32	.	-8	-8	-5	-15	-13
O=C(Cc1ccccc1)NCC1(N2CCOCC2)CCCCC1	18	26	14	2	7	2	11	9
O=C1[C@@H]2Cc3c([nH]c4ccccc34)C(c3ccc([N+](=O)[O-])cc3)N2C(=O)CN1CCN1CCOCC1 (stereo partly drawn)	-138	5	7	-1	0	3	2	4
COc1cc2[nH]c3c(NCCCN4CCOCC4)ncnc3c2cc1OC	17	24	19	13	19	13	7	6
Cn1cc(C(=O)N2[C@H](c3ccccc3F)C[C@H]3NC(=O)CCC[C@@H]32)cn1	28	20	17	3	5	3	5	7
O=C(c1cc(-c2ccccn2)n[nH]1)N1CCC(C(=O)N2CC=C(c3ccccc3)CC2)CC1	-184	-9	10	1	-2	-1	-12	0
Cc1ccc(NC(=O)Cc2nnc3ccc(-c4nc(C)no4)cn23)cc1	0	3	0	0	.	2	6	4
CCN(c1ccccc1)S(=O)(=O)c1cc2[nH]c3c(c2cc1C)C(=O)CC(C)(C)C3	7	18	33*	3	6	2	6	3
O=C(Cc1ccc(F)cc1)N[C@@H]1CC[C@@H]2C[C@@H]1[C@@H](O)CO2	-2	-6	-7	0	0	-6	-11	-2
O=C(c1cccc(Cl)c1)N1CCN(c2nnc3ccccn23)CC1	-4	1	1	2	-1	-1	-2	2
COc1ccc(-c2nc(CNS(=O)(=O)c3ccc(OC)cc3)cs2)cc1	-2	0	49*	3	1	-1	19	6
CC(=O)Nc1cc(CCC2CCN(Cc3ccc4nccnc4c3)CC2)ccn1	-35	-25	-31	-6	5	4	-3	-3
COc1ccccc1N(CC(O)CN(c1ccc(F)cc1)S(C)(=O)=O)S(=O)(=O)c1ccccc1 (stereo not drawn)	0	4	-3	1	-7	-4	-7	-4
CC(C)CN1C[C@H]2C[C@H](C(=O)N3CCOCC3)[C@@H](C1)O2	-2	13	6	0	3	2	5	11
CSc1cc(-c2nccs2)[nH]n1	-4	22	7	2	0	2	20	11
Cc1ccc(NC(=O)CCc2nc(-c3cccnc3)no2)c(Cl)c1	-11	-86	-2	-5	4	0	-7	-6
CCc1ccc(-n2ccc(=O)c(-c3nc(-c4cccc(F)c4)no3)n2)cc1	34*	23	.	4	-15	-4	-2	3
COc1ccc2c(c1)CCc1c-2n[nH]c1C(=O)NCCCN1CCN(C2CCCCC2)CC1	-45	3	7	-3	-3	2	10	7
CC(NC(=O)Cc1nnc(-c2ccccn2)o1)c1ccccc1 (stereo not drawn)	12	27	23	-6	2	-1	16	18
Cc1ccc(-n2cnc3cc(C(=O)NCCN4CCOCC4)ccc32)c(C)c1	-48	-33	-25	-5	0	-8	-12	-14
O=C(c1ccc2c(c1)CCO2)N1CC=C(c2ccccc2)CC1	-8	0	5	1	-22	1	3	-1
COc1ccc(CN(C(=O)c2ccc(CN3CCOCC3)o2)C(C(=O)NC2CCCCC2)c2ccc(F)cc2)cc1 (stereo not drawn)	2	-4	15	-5	-13	0	-2	2
COc1ccc(NC(=O)NCc2ccc(C)nc2)cn1	-15	-111	-32	-6	-5	-9	-33	-25
CCc1nc(-c2ccc(C)c(S(=O)(=O)N3CCCC3)c2)no1	1	-5	-1	0	0	1	2	0
O=C(NCc1noc(-c2ccccc2)n1)C1CCCC1	2	-3	.	1	0	-2	-14	-7
Cn1ncc2c(Nc3ccc(Cl)cc3)nc(NCCc3ccccc3)nc21	-1	42*	36*	0	5	3	6	-7
COc1ccccc1N1CCN(C(=O)Cn2c(=O)ccn(Cc3ccccc3)c2=O)CC1	1	6	8	-6	0	0	7	5
O=C1CC(C(=O)Nc2cccc(C(F)(F)F)c2)c2c(nc(N3CCCCC3)[nH]c2=O)N1 (stereo not drawn)	-84	i	-138	-6	-75	-83	-227	-193

# Single records, as listed above. Order of screens: USP8 block	USP30 inh	USP17 block	USP10 inh	USP7 block	UCHL1 block	USP28 inh	OTUD3 block
# COc1ccc2c(c1)CCc1c-2n[nH]c1C(=O)NCCCN1CCN(C2CCCCC2)CC1 is entered as -45	3	7	-3	-3	2	10	7
# CC(=O)Nc1cc(CCC2CCN(Cc3ccc4nccnc4c3)CC2)ccn1 is entered as -35	-25	-31	-6	5	4	-3	-3

# (more compounds)
Compound	USP8 block	USP30 inh	USP17 block	USP10 inh	USP7 block	UCHL1 block	USP28 inh	OTUD3 block
O=C(O)c1cccc2oc(-c3cccc4oc(-c5ccccc5O)nc34)nc12	3	-2	46*	7	10	6	22	15
CCn1c(CNc2ccc(C)cc2)nnc1SCC(=O)Nc1ccccc1F	1	16	-8	1	-2	0	28	6
CCCCN1CCN(S(=O)(=O)c2c(C)[nH]c(C)c2-c2nnc(C)o2)CC1	20	13	11	-3	5	1	-1	6
COCCn1c(C)cc(C(=O)c2sc(-c3c(N)n(C)c(=O)n(C)c3=O)nc2-c2ccccc2)c1C	27	27	35*	1	6	1	23	21
CC(=O)N1CCC(c2c(C(=O)N(C)Cc3c(C)nn(C)c3C)sc3ccccc23)C1 (stereo not drawn)	-5	0	1	-2	-4	0	1	-2
Fc1ccccc1N1CCN(c2nc3ccccc3[nH]2)CC1	-11	21	6	1	0	-5	-13	-5
O=C(Cn1cncn1)N1C[C@H]2CC[C@@H](Oc3cccnc3)[C@H]2C1	-5	-14	-3	0	0	-6	-7	-3
O=C(Nc1cc(C(F)(F)F)cc(C(F)(F)F)c1)c1ccc(-c2ccccn2)s1	-5	41*	19	15	9	2	12	8
CC(C)CCN1[C@H]2CCN(C)CC[C@@H]2Oc2ccccc2S1(=O)=O	-1	-163	-19	-8	-13	-3	-12	-8
CS(=O)(=O)N1CCCC(c2nnc(C(=O)Nc3ccccc3)s2)C1 (stereo not drawn)	-1	17	2	-2	-3	0	11	9
COCCOc1cccc(CN2CCCC(c3nnc4n3CCNCC4)C2)c1 (stereo not drawn)	-7	2	6	2	1	0	-2	4
Brc1nsc2nc3c(cc12)CCCCC3	-3	18	-16	-2	-1	1	11	14
CN(C)C(=O)c1ccc2c(c1)ncn2CCNC(=O)NC(C)(C)C	10	-1	0	0	5	0	-1	1
C/C1=C/C=C/C=C\[C@H](C)[C@@H](O)CC(=O)/C(C)=C/C[C@H](O)/C=C/[C@H](C)[C@H](O)[C@@H](C)/C=C(\C)C(=O)c2c(O)c(C)cc3c2C(=O)C=C(NC1=O)C3=O	-124	-284	21	-8	-53	-13	-47	-64
O=C(CN1CCCC(c2nc3ccccc3s2)C1)Nc1ccc2[nH]c(=O)[nH]c2c1 (stereo not drawn)	-20	0	0	0	-6	3	2	-6
Cn1nc(Cn2ccnc2)c2c1CN(c1ncc(F)cn1)C2	-63	-18	-15	-6	4	-1	4	6
CCOc1ccc(S(=O)(=O)N(CC(=O)Nc2ccccc2)C(C)c2ccccc2)cc1 (stereo not drawn)	8	3	-1	13	9	2	-1	3
Cc1ccc(NC(=O)N2C[C@@H]3c4nccn4-c4ccccc4[C@@H]3C2)cc1	1	0	-15	1	-132	-2	-18	-9
O=C(CCc1nc(CSc2nnc(-c3ccco3)o2)no1)Nc1ccc(Cl)cc1	-76	-66	-9	-1	-9	-4	-59	-33
CNC(=O)[C@@]12CCC3(CCN(C(=O)c4cccnc4)CC3)[C@@H]1CN(S(C)(=O)=O)C2	2	4	1	2	2	0	4	8
COc1cc2ncn(CC(=O)Nc3ccc(Br)cc3F)c(=O)c2cc1OC	-1	-28	-7	-4	4	1	-19	-5
CCOC(=O)c1oc2ccccc2c1NC(=O)COC(=O)c1cc(=O)[nH]c2ccccc12	-8	0	-10	9	0	-3	0	-1
CN(C)c1ccc(CN2CCOC[C@H]2c2ncc(-c3cccnc3)[nH]2)cc1	33*	-38	-66	-1	-35	9	2	0
O=S(=O)(c1cccc2cccnc12)N1CCc2nc3ncc(Cl)cc3cc2C1	15	-315	-45	-2	-3	-2	-80	-69
CC1C(=O)N(Cc2ccc(C#N)cc2)c2ccccc2N1C(=O)c1ccc(F)cc1 (stereo not drawn)	3	24	9	2	-6	2	12	8
CC(=O)Nc1ccc(S(=O)(=O)NCCc2cn3cccc(C)c3n2)cc1	-10	7	0	-1	4	2	5	4
COc1cc(CN2C[C@@H](c3ccccc3)[C@H](c3ccn[nH]3)C2)cc(OC)c1OC	6	-13	-9	-2	0	-1	-7	-10
COCCN1C(=O)C[C@@H](C(=O)N2CCCNCC2)[C@@H]1c1ccccc1OC	-24	6	13	0	3	-1	-3	2
COc1ccc(C)cc1NC(=O)N1CCC2(CC1)NC(=O)N(Cc1ccc(C)cc1)C2=O	5	7	-2	-2	-6	3	2	-2
Cc1cccc(NC2=NC3(CCCC3)N=C(N)N2)c1	1	7	0	-3	1	0	0	7

# (cont.)
Compound	USP8 block	USP30 inh	USP17 block	USP10 inh	USP7 block	UCHL1 block	USP28 inh	OTUD3 block
CCn1c(SCC(=O)Nc2cc(Cl)cc(Cl)c2)nnc1-c1cnccn1	0	-32	2	-4	-2	-3	-3	1
COc1ccc(C2CC(=O)C3=C(C2)Nc2ccc(C)cc2N(C(=O)c2ccccc2)C3c2ccc(F)cc2)cc1 (stereo not drawn)	8	14	4	9	8	4	-3	-6
COCCNc1c(C#N)c2c(c3nncn13)CN(Cc1ccccc1)CC2	-26	-351	-91	-6	-15	-17	-117	-93
COc1ccc2ncc(S(=O)(=O)c3ccccc3)c(N3CCOCC3)c2c1	-9	-26	-6	1	-2	-1	-13	-2
Cc1[nH]c2ccccc2c1C1N(Cc2ccccc2)CCN1Cc1ccccc1	16	15	.	-5	0	-2	2	18
Cc1ccccc1OCCCn1c(CN(C)C(=O)c2ccco2)nc2ccccc21	-4	-6	30*	-1	-15	3	-4	-10
COc1ccc(NC(=O)Cn2cc(OC)c(=O)cc2CSc2ccc(C)cc2)cc1	-13	1	-11	-2	-5	-4	-5	-5
CC(C)(C)c1ccc(C(=O)Nc2ccc(Oc3cccnc3)nc2)cc1	4	13	0	3	2	5	53*	8
COCCCNc1nc(Nc2cccc(C)c2)c2cnn(C)c2n1	0	-19	-12	-2	1	3	-1	-1
Cc1ccc(C2CCCCCN2S(=O)(=O)c2ccc(C)c(C)c2)s1 (stereo not drawn)	9	13	11	5	0	0	1	11
O=C(CCc1nnc2n(CCc3ccccc3)c(=O)c3ccccc3n12)NCc1ccccn1	11	17	7	0	1	0	9	10
N#Cc1ccc(CN2C(=O)NC3(CCCc4ccccc43)C2=O)cc1 (stereo not drawn)	3	-13	-20	-2	-47	-4	-11	-9
COc1ccccc1NC(=O)COC(=O)Cc1c[nH]c2ccccc12	-16	-70	-20	-6	-9	-12	-16	-12
CN1C[C@@]23CN(C(=O)C4CCC4)C[C@@H](C[C@@H]2S1(=O)=O)O3	-1	3	6	1	1	0	3	9
COc1ccc(-c2c3c(=O)n(C)c(=O)n(C)c3cn2CCc2ccccc2)cc1	-203	-8	-31	0	-3	0	-2	-9
CC1=C(c2ccccc2)S(=O)(=O)N(CC(=O)Nc2cccc(F)c2)C1=O	1	-15	1	2	1	-2	-1	-3
Cc1cccc(NC(=O)N2CCC3(CC2)COCCN(c2ncccn2)C3)c1	-41	10	-12	-2	0	-1	-2	4
CC(=O)NC[C@H]1C[C@]2(C)[C@@H](CCCC[C@]2(C)O)N1C(=O)c1ccnn1C	4	7	5	-3	3	2	0	3
O=S(=O)(c1ccccc1F)N1CCC(O)(CN2CCOCC2)C1 (stereo not drawn)	0	6	0	-3	1	-1	0	1
Cc1nc(Nc2nncs2)cc(C2CCCN2Cc2cccnc2)n1 (stereo not drawn)	0	11	1	0	2	0	7	2
CCc1ccc(C(=O)N2CCc3c(c(-c4nc(C5CC5)no4)nn3C)C2)cc1	-10	-22	-14	-2	-12	-2	-18	-22
O=C(Cn1c(=O)n(C2CCCC2)c2ncccc21)Nc1ccc(Cl)cc1	8	-16	-4	-1	-25	2	1	0

# Reformatted with values under each structure: entries from further up
# Below each SMILES – USP8 block, USP30 inh, USP17 block, USP10 inh, USP7 block, UCHL1 block, USP28 inh, OTUD3 block
COc1ccc2ncc(S(=O)(=O)c3ccccc3)c(N3CCOCC3)c2c1
    -9, -26, -6, 1, -2, -1, -13, -2
Cc1[nH]c2ccccc2c1C1N(Cc2ccccc2)CCN1Cc1ccccc1
    16, 15, ., -5, 0, -2, 2, 18
Cc1ccccc1OCCCn1c(CN(C)C(=O)c2ccco2)nc2ccccc21
    -4, -6, 30*, -1, -15, 3, -4, -10
COc1ccc(NC(=O)Cn2cc(OC)c(=O)cc2CSc2ccc(C)cc2)cc1
    -13, 1, -11, -2, -5, -4, -5, -5
CC(C)(C)c1ccc(C(=O)Nc2ccc(Oc3cccnc3)nc2)cc1
    4, 13, 0, 3, 2, 5, 53*, 8
